TRHR enhancer: TRH receptor (human) allosteric enhancement; TRHR cells, fluo-8 calcium fluorescence, EC20 TRH enhancement; enhancement, % at 2 µM; actives 0.66% (n = 360,000); in the data active = enhancement above about 30%; also: 0% is about no effect
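TRHR-expressing cells loaded with fluo-8 calcium dye were read kinetically (ex 480/em 530) during compound addition, then stimulated with an EC20 of TRH (10 nM final). Enhancement of the Gq-mediated intracellular calcium response was scored.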
USP1 inh: USP1/UAF1 (human) deubiquitinase inhibition | Potency, µM (highest dose often 57.1 µM), for inactives: at the top dose activity change, negative = inhibition, most hits filed as inhibitors | AID 743255 | O94782 | recombinant USP1/UAF1, Ub-Rhodamine cleavage fluorescence | actives 0.23% (n = 390,000); also: potency is read from the fitted curve at half-maximal effect; % is scaled to controls: 0 for no effect and ±100 for the full control effect; nearly all actives have a fitted effect of over 60% in size; inactives centre near -12
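1 nM enzyme complex + cpd, 15 min RT; start with Ub-Rho 150nM final; kinetic fluorescence ex 480/em 540, 6 reads q60 s. Buffer 50mM HEPES pH 7.8, 0.5mM EDTA, 0.1 mg/ml BSA, 1mM TCEP, 0.01% Tween-20.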
TrxR1 inh: blocks rat thioredoxin reductase 1. O89049. recombinant rTrxR1, NADPH fluorescence consumption, selenite substrate. Potency, µM (highest dose often 114 µM), without a hit: top-dose activity change, negative = inhibition, hits mostly inhibitors. actives 1% (n = 390,000). AID 588453; also: potency is read from the fitted curve at half-maximal effect; % is scaled to controls: 0 for no effect and ±100 for the full control effect; nearly all actives have a fitted effect of over 65% in size
Target sequence (O89049 whole entry, looked up): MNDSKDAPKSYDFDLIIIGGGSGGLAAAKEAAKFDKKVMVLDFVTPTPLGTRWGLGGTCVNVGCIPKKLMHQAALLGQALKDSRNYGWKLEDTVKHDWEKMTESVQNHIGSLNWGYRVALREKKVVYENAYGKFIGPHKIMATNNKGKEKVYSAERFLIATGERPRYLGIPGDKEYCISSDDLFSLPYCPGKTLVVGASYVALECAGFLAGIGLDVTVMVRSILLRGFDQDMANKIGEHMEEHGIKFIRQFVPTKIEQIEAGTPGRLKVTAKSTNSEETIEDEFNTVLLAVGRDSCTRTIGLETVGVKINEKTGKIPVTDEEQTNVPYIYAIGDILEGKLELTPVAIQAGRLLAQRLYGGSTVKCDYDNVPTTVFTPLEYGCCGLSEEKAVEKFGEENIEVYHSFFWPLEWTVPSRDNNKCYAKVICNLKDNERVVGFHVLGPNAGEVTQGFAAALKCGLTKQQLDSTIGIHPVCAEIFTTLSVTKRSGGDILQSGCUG
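Rat TrxR1 (90 nM in the dispensed reagent) was pre-reduced with 400 uM NADPH for 5 min at room temperature, then incubated with compound for 15 min. After 400 uM selenite was added, NADPH fluorescence (Ex 340/Em 450 nm) was followed for 8 min.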
TRHR ag: activates the human TRH receptor; P34981; TRHR cells, calcium flux fluo-8, FDSS agonist mode; activation, % at 2 µM; actives 0.18% (n = 360,000); in the data active = activation above about 30%; also: 0% is about no effect
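TRHR-expressing cells, plated overnight in medium with 10% serum, were loaded with fluo-8 calcium dye at room temperature. After a 10 s baseline, library compound was pin-added and calcium release was recorded kinetically (ex 480/em 530) as agonist response.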
mIDH1 inhibitor: inhibitors of human mutant IDH1 R132H. IDH1-R132H enzyme, NADPH consumption, diaphorase/resazurin fluorescence. Potency, µM (doses to about 76.6 µM), inactives show top-dose activity change, negative = inhibition, most hits filed as inhibitors. actives 0.093% (n = 390,000). AID 602179; also: potency is read from the fitted curve at half-maximal effect; % is scaled to controls: 0 for no effect and ±100 for the full control effect; nearly all actives have a fitted effect of over 65% in size
Target sequence (O75874 whole entry R132H, stated change not applied): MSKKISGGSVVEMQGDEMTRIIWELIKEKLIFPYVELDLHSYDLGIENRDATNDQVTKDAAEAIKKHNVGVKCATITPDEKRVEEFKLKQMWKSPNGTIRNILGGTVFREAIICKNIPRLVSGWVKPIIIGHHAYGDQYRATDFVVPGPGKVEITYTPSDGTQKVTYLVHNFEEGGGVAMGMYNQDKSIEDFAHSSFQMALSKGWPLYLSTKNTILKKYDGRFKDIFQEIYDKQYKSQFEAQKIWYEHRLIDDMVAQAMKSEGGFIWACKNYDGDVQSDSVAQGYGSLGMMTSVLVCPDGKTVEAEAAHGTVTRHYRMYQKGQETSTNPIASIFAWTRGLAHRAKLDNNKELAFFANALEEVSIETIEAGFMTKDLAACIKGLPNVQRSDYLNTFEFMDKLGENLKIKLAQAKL
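IDH1-R132H (0.5 ug/mL dispensed) in pH 7.5 Tris buffer was preincubated 30 min with compound, then given a substrate mix of 0.016 mM NADPH and 2 mM alpha-KG for 80 min at room temperature; remaining NADPH was read by diaphorase/resazurin fluorescence.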
D2 ag: D2 dopamine receptor (human) agonism. P14416. HEK293 T-REx D2 cells, calcium flux agonist mode. activation, % at 2 µM. actives 0.53% (n = 340,000). AID 485358;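 active = activation over 3 SD above normal in the single-dose calcium agonist read, cut at about 30% in these data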; also: 0% is about no effect
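Tetracycline-induced HEK293 Trex cells with D2 receptor force-coupled to calcium signaling, plated overnight at 30 C and loaded with no-wash calcium dye. Calcium flux read kinetically for 180 s after compound addition; responses flag agonists.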
TrxR1 substrate: is turned over as a substrate by rat TrxR1; O89049; purified TrxR1 substrate turnover, NADPH consumption readout; Potency, µM (series often up to 114 µM), for the others: at the top dose activity change, negative = substrate turnover; actives 0.01% (n = 390,000); also: potency is read from the fitted curve at half-maximal effect; % is scaled to controls: 0 for no effect and ±100 for the full control effect; nearly all actives have a fitted effect of over 50% in size
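Rat TrxR1, dispensed at 90 nM, was prereduced with 400 uM NADPH (final) for 5 min at ~22 deg C, then incubated with compound 15 min before 400 uM selenite. A first-read NADPH fluorescence drop versus no-compound background flagged substrates.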
Pin1 inh: blocks the human prolyl isomerase Pin1; Pin1 FP peptide displacement, HiFluor488, 10 min; Q13526; Potency, µM (highest dose often 115 µM), for inactives: at the top dose activity, negative = inhibition, usual class: inhibitors; actives 0.009% (n = 390,000); active = well fitted inhibition curve with a large enough effect in the polarisation, with a control signal flat, not every such curve was filed as active; inconclusive = small, poorly fitted or top-dose-only effect, or effect the other way, or a change in a side signal; inactive = no such curve, though single readings can be large or run the other way; the % refers to the polarisation; also: potency is read from the fitted curve at half-maximal effect; % is scaled to controls: 0 for no effect and ±100 for the full control effect
Target sequence (Q13526 whole entry, looked up): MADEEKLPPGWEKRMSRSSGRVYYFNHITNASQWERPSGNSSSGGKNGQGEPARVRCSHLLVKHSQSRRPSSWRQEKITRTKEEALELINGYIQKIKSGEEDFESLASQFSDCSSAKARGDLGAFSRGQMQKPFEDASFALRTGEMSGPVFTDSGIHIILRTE
D2 antagonist: antagonizes the human D2 dopamine receptor; actives 2% (n = 340,000); AID 485344; inhibition, % at 10 µM; P14416; HEK293 TREx D2 cells, calcium flux, dopamine EC80; in the data active = inhibition above about 30%; also: 0% is about no effect
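Calcium flux kinetic readout in an inducible HEK293 TREx D2 line plated overnight at 30 C. After 180 s compound exposure, an EC80 dopamine challenge follows with another 180 s kinetic read to detect antagonism.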
Active calls of the source: *; & = joins results of further samples; [ ] = dose if it differs, or a comment. Unless noted, calls follow the shape of the dose curve; as a rule, active = well fitted inhibition curve with a large enough effect; inconclusive = small, poorly fitted or top-dose-only effect; inactive = no such curve, though single readings can be large or run the other way. An excerpt; the hit share may differ from the screen's.

How did CC(=O)c1ccc(S(=O)(=O)N2CCN(C(=O)c3ccc(-n4nc(C)c(Cl)c4C)cc3)CC2)cc1 do in these assays?
TRHR enhancer: -1; USP1 inh: -16%; TrxR1 inh: 23%; TRHR ag: 0.8; mIDH1 inhibitor: 0%; D2 ag: 22; TrxR1 substrate: -2%; Pin1 inh: -1%; D2 antagonist: 31*

What do the screens show for `O=C(CCN1C(=O)/C(=C/c2cccc(Br)c2)SC1=S)Nc1cccnc1`?
TRHR enhancer: 4; USP1 inh: -15%; TrxR1 inh: 3%; TRHR ag: 0.3; mIDH1 inhibitor: 8%; D2 ag: -0.4; TrxR1 substrate: 1%; Pin1 inh: 19%; D2 antagonist: -1

How did COc1ccnc2c1c(=O)n(Cc1ccccc1Cl)c(=O)n2C do in these assays?
TRHR enhancer: 3; USP1 inh: -12%; TrxR1 inh: -3%; TRHR ag: -0.5; mIDH1 inhibitor: -6%; D2 ag: -0.8; TrxR1 substrate: -9%; Pin1 inh: 10%; D2 antagonist: 1

Results for CC1CC(C)(C)NC(=S)N1CC(=O)NCc1ccc(Cl)cc1 (stereo not drawn) ?
TRHR enhancer: 1; USP1 inh: -12%; TrxR1 inh: -2%[57.1 µM]; TRHR ag: 0.0; mIDH1 inhibitor: 5%; D2 ag: 1.3; TrxR1 substrate: 10%[57.1 µM]; Pin1 inh: 0%; D2 antagonist: 5

What do the screens show for `CC(=O)c1cccc(NC(=O)CSC(=O)c2ccccc2)c1`?
TRHR enhancer: 3; USP1 inh: -18%; TrxR1 inh: -6%[57.1 µM]; TRHR ag: -0.1; mIDH1 inhibitor: 0%; D2 ag: -0.2; TrxR1 substrate: 4%[57.1 µM]; Pin1 inh: 3%; D2 antagonist: 1

Results for Nc1nc(SCc2ccc(F)cc2)ns1 ?
TRHR enhancer: -1; USP1 inh: -1%; TrxR1 inh: 3%; TRHR ag: -0.2; mIDH1 inhibitor: -6%; D2 ag: 0.9; TrxR1 substrate: -6%[57.1 µM]; Pin1 inh: 0%; D2 antagonist: -16

Results for COc1cccc(CNC(=O)c2nnn(-c3ccc(OC(F)(F)F)cc3)c2N)c1 ?
TRHR enhancer: 0; USP1 inh: -13%; TrxR1 inh: 11%; TRHR ag: -0.5; mIDH1 inhibitor: 4%; D2 ag: 0.4; TrxR1 substrate: 0%; Pin1 inh: -5%; D2 antagonist: -5

What do the screens show for `Cc1cccc(-n2c(SCC(=O)Nc3ccc4c(c3)OCO4)nnc2-c2ccoc2C)c1`?
TRHR enhancer: -6; USP1 inh: -12%; TrxR1 inh: -4%[57.1 µM]; TRHR ag: 0.2; mIDH1 inhibitor: 0%; D2 ag: 0.6; TrxR1 substrate: -2%[57.1 µM]; Pin1 inh: -11%; D2 antagonist: 7

What do the screens show for `O=S(=O)(c1ccc(-n2cnnn2)cc1)N1CCN(c2cccc(Cl)c2)CC1`?
TRHR enhancer: -2; USP1 inh: -35%; TrxR1 inh: 16%; TRHR ag: 0.1; mIDH1 inhibitor: -8%; TrxR1 substrate: 4%; Pin1 inh: -14%

Results for CCC(C)COC(=O)C(C#N)c1nc2ccccc2nc1N1CCCCC1 (stereo not drawn) ?
TRHR enhancer: -10; USP1 inh: inconclusive; TrxR1 inh: 2%; TRHR ag: 1.6; mIDH1 inhibitor: 1%; D2 ag: -0.4; TrxR1 substrate: 0%; Pin1 inh: inconclusive; D2 antagonist: 6

What do the screens show for `C=CCSc1nc(N)c(NC(=O)c2ccco2)c(=O)[nH]1`?
USP1 inh: 3%; TrxR1 inh: 2%[57.1 µM]; mIDH1 inhibitor: 0%; TrxR1 substrate: -4%[57.1 µM]; Pin1 inh: -12%

What do the screens show for `CN(CCc1ccccc1)C1CCCN(S(=O)(=O)c2cccc(F)c2)C1` (stereo not drawn)?
TRHR enhancer: -6; USP1 inh: 0%; TrxR1 inh: -25%; TRHR ag: 0.0; mIDH1 inhibitor: -4%; D2 ag: 0.3; TrxR1 substrate: -7%; Pin1 inh: 1%; D2 antagonist: 16

Two consecutive records already listed:
What do the screens show for `O=S(=O)(c1ccc(-n2cnnn2)cc1)N1CCN(c2cccc(Cl)c2)CC1`?
TRHR enhancer: -2; USP1 inh: -35%; TrxR1 inh: 16%; TRHR ag: 0.1; mIDH1 inhibitor: -8%; TrxR1 substrate: 4%; Pin1 inh: -14%

Results for CCC(C)COC(=O)C(C#N)c1nc2ccccc2nc1N1CCCCC1 (stereo not drawn) ?
TRHR enhancer: -10; USP1 inh: inconclusive; TrxR1 inh: 2%; TRHR ag: 1.6; mIDH1 inhibitor: 1%; D2 ag: -0.4; TrxR1 substrate: 0%; Pin1 inh: inconclusive; D2 antagonist: 6

Carrying on.
How did CC(=O)NC(CC(C)C)C(=O)NC(Cc1ccccc1)C(N)=O (stereo not drawn) do in these assays?
TRHR enhancer: 15; USP1 inh: -5%; TrxR1 inh: 5%; TRHR ag: -1.7; mIDH1 inhibitor: 9%; D2 ag: 0.6; TrxR1 substrate: -4%; Pin1 inh: -2%; D2 antagonist: 8

How did Cc1ccccc1Nc1nn2c(=O)c3ccc(C(=O)NCC(C)c4ccccc4)cc3nc2s1 (stereo not drawn) do in these assays?
TRHR enhancer: 6; USP1 inh: -20%; TrxR1 inh: 25%; TRHR ag: 0.9; mIDH1 inhibitor: -4%; D2 ag: -0.6; TrxR1 substrate: 9%; Pin1 inh: 4%

What do the screens show for `Cc1cc(C)cc(OCCSc2nc3ccc(NC(=O)COc4ccccc4)cc3s2)c1`?
TRHR enhancer: 8; USP1 inh: -18%; TrxR1 inh: 18%; TRHR ag: 0.9; mIDH1 inhibitor: -5%; D2 ag: 5.4; TrxR1 substrate: 4%; Pin1 inh: 44%[activator]

Results for COc1cc(C(=O)OCC(=O)NCc2ccc(F)cc2)ccc1OCC(C)C ?
TRHR enhancer: -4; USP1 inh: -11%; TrxR1 inh: 5%; TRHR ag: 0.8; mIDH1 inhibitor: 6%; D2 ag: -0.6; TrxR1 substrate: 3%; Pin1 inh: -7%; D2 antagonist: 4

Results for O=C(O)c1cc(N/N=C/c2cccs2)ccc1Cl ?
TRHR enhancer: 6; TRHR ag: 0.7; D2 ag: 0.3; D2 antagonist: 6

How did Cc1cccc(CNC(=O)CCn2ccc3cc(S(=O)(=O)N4CCCC4)ccc32)c1 do in these assays?
TRHR enhancer: 0&-2; USP1 inh: -21%&-19%; TrxR1 inh: 12%&18%; TRHR ag: -0.3&-0.6; mIDH1 inhibitor: -3%&6%; D2 ag: -0.5&-1.4; TrxR1 substrate: -2%&5%; Pin1 inh: -2%&-2%; D2 antagonist: -9

What do the screens show for `COc1ccc(-n2ncc3c(=O)n(CC(=O)OCc4ccccc4)cnc32)cc1`?
TRHR enhancer: -2; USP1 inh: -3%; TrxR1 inh: 7%; TRHR ag: 0.2; mIDH1 inhibitor: 2%; D2 ag: 0.1; TrxR1 substrate: 8%; Pin1 inh: -4%; D2 antagonist: -25

What do the screens show for `CCCCN1C2CCCC1CC(NC(=O)c1cccc(OC)c1)C2` (stereo not drawn)?
TRHR enhancer: 11; USP1 inh: -5%; TrxR1 inh: 15%[57.1 µM]; TRHR ag: 0.4; mIDH1 inhibitor: 9%; D2 ag: 0.3; TrxR1 substrate: -6%; Pin1 inh: 1%; D2 antagonist: -1

What do the screens show for `COc1cc(C(=O)OC(C)C(=O)NC(=O)NC2CCCCC2)ccc1OC(F)F` (stereo not drawn)?
TRHR enhancer: -2; USP1 inh: -10%; TrxR1 inh: -4%; TRHR ag: 0.1; mIDH1 inhibitor: -11%; D2 ag: 1.4; TrxR1 substrate: -14%; Pin1 inh: inconclusive; D2 antagonist: -1

How did Cc1cccc(NC(=O)CN(C)S(=O)(=O)c2cccc3cccnc23)c1C do in these assays?
TRHR enhancer: 4; USP1 inh: -14%; TrxR1 inh: 13%; TRHR ag: 0.1; mIDH1 inhibitor: -9%; D2 ag: -0.5; TrxR1 substrate: -8%; Pin1 inh: 1%; D2 antagonist: 7

How did CCOC(=O)c1cccc(NC(=O)CNS(=O)(=O)c2cccs2)c1 do in these assays?
TRHR enhancer: -4; USP1 inh: 3%; TrxR1 inh: 2%; TRHR ag: -0.6; mIDH1 inhibitor: 1%; D2 ag: 0.1; TrxR1 substrate: -2%; Pin1 inh: 11%; D2 antagonist: 10

How did CCOC(=O)N1CCC(NC(=O)Cn2nc(Cc3ccncc3)c3ccccc3c2=O)CC1 do in these assays?
TRHR enhancer: 1; USP1 inh: 0%; TrxR1 inh: 19%[57.1 µM]; TRHR ag: -0.3; mIDH1 inhibitor: 1%; TrxR1 substrate: 8%[57.1 µM]; Pin1 inh: -5%

Results for O=[N+]([O-])c1ccc(N2CCN(c3ccccc3)CC2)cc1 ?
TRHR enhancer: -7; USP1 inh: -16%; TrxR1 inh: 21%; TRHR ag: 1.3; mIDH1 inhibitor: 7%; TrxR1 substrate: 3%; Pin1 inh: 5%

How did Cc1ccccc1C(=O)NC1(C(F)(F)F)N=C(c2ccccc2)N(C2CCCCC2)C1=O (stereo not drawn) do in these assays?
TRHR enhancer: -2; USP1 inh: -28%; TrxR1 inh: -1%; TRHR ag: -2.4; mIDH1 inhibitor: -4%; D2 ag: 0.4; TrxR1 substrate: -8%; Pin1 inh: 0%

Among those listed so far, 2 have a CF3 group.
Results for COc1cccc(CNC(=O)c2nnn(-c3ccc(OC(F)(F)F)cc3)c2N)c1 ?
TRHR enhancer: 0; USP1 inh: -13%; TrxR1 inh: 11%; TRHR ag: -0.5; mIDH1 inhibitor: 4%; D2 ag: 0.4; TrxR1 substrate: 0%; Pin1 inh: -5%; D2 antagonist: -5

How did Cc1ccccc1C(=O)NC1(C(F)(F)F)N=C(c2ccccc2)N(C2CCCCC2)C1=O (stereo not drawn) do in these assays?
TRHR enhancer: -2; USP1 inh: -28%; TrxR1 inh: -1%; TRHR ag: -2.4; mIDH1 inhibitor: -4%; D2 ag: 0.4; TrxR1 substrate: -8%; Pin1 inh: 0%
